Bioassay records: PubChem BioAssay, several laboratories
MC4R antag cAMP: MC4R antagonists of cAMP signaling, primary screen, cell-based, TR-FRET, antagonist arm of biased-ligand search; Melanocortin receptor 4 (Homo sapiens), P32245; MC4R-expressing cells, MTII-stimulated cAMP, LANCE TR-FRET; inhibition, % at 6.5 µM; 360,000 tested, 0.48% active;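 active means inhibition above its plate's cutoff, the mean of tested wells on that plate plus 3 SD, cut at about 29% in these data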;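 further: 0% = Melanotan II alone and 100% = Melanotan II plus saturating MCL0020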
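Material: human MC4R-expressing U2OS cells. Probe or stimulus: Melanotan II challenge. Dosing: 6.5 µM single dose. Times: 30-min compound, 1-h challenge, 1-h detection, room temperature. Technique: TR-FRET with Eu-cAMP and labeled anti-cAMP, 671 nm. Replication: singlicate.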
TLR9-MyD88 block: inhibitors of TLR9-MyD88 association in cells, primary screen, cell-based, CHO, BLA complementation, fluorescence; Toll-like receptor 9 (Homo sapiens) + Myeloid differentiation primary response protein …; CCF4 FRET ratio; inhibition, % at 4.98 µM; 340,000 tested, 0.21% active;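 active means inhibition above the mean over all tested compounds plus 3 SD, cut at about 21% in these data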;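 further: 0% = DMSO only wells and 100% = clavulanate BLA inhibitor control wells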
aDG glyco act: activators of alpha-DG glycosylation, primary screen, uHTS, Pro5-aDG cells, AlphaScreen | alpha-DG glycosylation AlphaScreen (IIH6); 0% Pro5, 100% B10-LARGE cell signal | activation, % at 10 µM | 360,000 tested, 0.22% active;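 active means activation of at least 8% versus controls, or a plate z-score of at least 8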;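 further: Pro5 are CHO cells carrying HIG-tagged alpha-DG that lacks glycosylation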
Glyco luc inh: increase of ERlucT glycosylation luciferase signal, primary screen, N-linked glycosylation inhibitor project, D54 ERlucT cells, luminescence, set 2 | D54 ERlucT glycosylation luciferase reporter, 24 h; percent of 100 nM tunicamycin response | reporter increase, % at 12.5 µM | 360,000 tested, 0.23% active | AID 588692, 2011;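 active means mean luciferase reporter signal, scaled so untreated is 0 and the glycosylation-blocking control 100, at or above a set limit in every replicate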;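 further: luciferase carries N-glycosylation sites so blocking glycosylation raises the light; 0% = median of neutral control wells and 100% = median of 100 nM tunicamycin wells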
Granule exo inh: LAMP-1 surface exposure blockers, TALL-104 cells – cell-based, flow cytometry, MLPCN library, primary screen. AID 651702, 2012. TALL-104 LAMP-1 surface exposure; cells stimulated with thapsigargin and PMA. inhibition, % at 10 µM. 360,000 tested, 0.66% active;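 active means inhibition above about 55%, limit read from the data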
Vif inh: HIV Vif self-association inhibitors, primary screen, imaging, HEK293T, single point; AID 602346, 2012; HEK293T cells, Vif self-association by quenched fluorescence, 24 h; 340,000 tested, 0.35% active; inhibition, % at 7.49 µM; in the data active means inhibition above about 50%, passing the limit was not always enough; further: some results filed as inactive read as strong as hits
NOD2 RIPK2 PPI: NOD2-RIPK2 binding disruptors in cells, primary screen, fluorescence, CHO cells, BLA complementation; CCF4 ratio; inhibition, % at 4.98 µM; AID 624267, 2012; 360,000 tested, 0.38% active; Receptor-interacting serine/threonine-protein kinase 2 (Homo sapiens), O43353; in the data active means inhibition above about 21%;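 further: 0% = vehicle only and 100% = reference blocker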
ABCB6 inh 2: ABCB6 transporter inhibitors, primary screen, K562-ABCB6 cells, flow cytometry, MLPCN library | fluorescence ratio to DMSO, % at 10 µM | 360,000 tested, 0.19% active | K562-ABCB6 porphyrin accumulation, 1 h; active compounds read low;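 active means fluorescence ratio to DMSO below 75%, the collection mean minus 3 SD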;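 further: signal is porphyrin accumulated inside mitochondria; 100% equals median channel fluorescence of DMSO control wells; lower ratio means ABCB6 inhibition with less porphyrin fluorescence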
Target sequence (Q9NP58 whole entry, looked up): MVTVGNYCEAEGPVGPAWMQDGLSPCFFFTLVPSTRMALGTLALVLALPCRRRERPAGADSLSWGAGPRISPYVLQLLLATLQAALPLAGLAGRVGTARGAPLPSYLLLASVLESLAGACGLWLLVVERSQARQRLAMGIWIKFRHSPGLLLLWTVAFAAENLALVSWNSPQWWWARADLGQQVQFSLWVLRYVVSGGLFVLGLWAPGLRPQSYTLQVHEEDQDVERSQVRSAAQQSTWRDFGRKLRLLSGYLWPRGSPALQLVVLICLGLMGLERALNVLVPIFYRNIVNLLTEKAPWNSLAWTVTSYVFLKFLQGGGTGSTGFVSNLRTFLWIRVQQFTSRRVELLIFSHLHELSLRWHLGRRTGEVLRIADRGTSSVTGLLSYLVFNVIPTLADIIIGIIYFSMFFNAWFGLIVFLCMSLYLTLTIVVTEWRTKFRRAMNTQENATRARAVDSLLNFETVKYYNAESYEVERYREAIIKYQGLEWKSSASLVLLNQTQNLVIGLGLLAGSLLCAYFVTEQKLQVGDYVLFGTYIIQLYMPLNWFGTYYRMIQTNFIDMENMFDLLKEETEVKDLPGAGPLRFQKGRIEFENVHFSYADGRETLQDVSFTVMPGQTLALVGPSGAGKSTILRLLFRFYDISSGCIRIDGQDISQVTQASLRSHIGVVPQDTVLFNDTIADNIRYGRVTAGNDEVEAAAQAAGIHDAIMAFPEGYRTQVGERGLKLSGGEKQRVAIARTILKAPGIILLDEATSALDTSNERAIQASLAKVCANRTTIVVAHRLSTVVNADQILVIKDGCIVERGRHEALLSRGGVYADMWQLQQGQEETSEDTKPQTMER
MC4R barr agon: MC4R agonists recruiting beta-arrestin, primary screen, cell-based, luminescence, agonist arm of biased-ligand search; Melanocortin receptor 4 (Homo sapiens), P32245; U2OS MC4R beta-arrestin complementation; percent of melanotan II response, DMSO zero; activation, % at 8.9 µM; 360,000 tested, 0.98% active;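 active means activation above a per-plate cutoff, the mean activation of sample wells on that plate plus 3 SD, cut at about 8% in these data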
ABHD5 PLIN5 PPI: ABHD5-PLIN5 interaction inhibitors, primary screen, cell lysate, split luciferase complementation, luminescence. Split G. princeps luciferase complementation, 4 h. 360,000 tested, 0.78% active. AID 602281, 2012. inhibition, % at 4 µM. Perilipin-5 (Homo sapiens) + 1-acylglycerol-3-phosphate O-acyltransferase ABHD5 (Homo …;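 active means inhibition above the mean inhibition across every tested compound plus 3 SD, cut at about 22% in these data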;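 further: 0% = DMSO only wells and the 100% control is not disclosed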
The depositor's hits bear a star; x = not tested or not shown. The list is partial (hit frequency here may not be typical).

SMILES | MC4R antag cAMP | TLR9-MyD88 block | aDG glyco act | Glyco luc inh | Granule exo inh | Vif inh | NOD2 RIPK2 PPI | ABCB6 inh 2 | MC4R barr agon | ABHD5 PLIN5 PPI
C=CCc1cccc(/C=N/c2nc3ccccc3n2CC)c1O | -7 | -2 | -0.1 | 4 | 1 | 0 | 1 | 101 | 0.7 | -2
Cc1cccc(NS(=O)(=O)c2csc(C(N)=O)c2)c1 | 18 | 7 | 0.1 | -2 | -13 | 4 | -16 | 93 | 1.6 | 2
COc1ccc(CNC(=O)CCSCc2cccc(Cl)c2)cc1 | 11 | 10 | -0.1 | 0 | -2 | -1 | 0 | 99 | -2.8 | 5
CCCCNC(=O)c1cc2c(=O)n3cccc(C)c3nc2n(Cc2ccncc2)c1=N | 20 | -4 | 0.2 | 9 | 1 | 9 | -6 | 95 | -1.2 | 3
NC(=O)c1ccc(Oc2ncc(C(F)(F)F)cc2Cl)cc1 | -7 | -1 | 1.5 | 0 | -1 | -1 | 1 | 107 | -0.9 | 0
Cc1cccc(C(C)C)c1NS(=O)(=O)c1cn(C)nc1C | 0 | -3 | -0.3 | -2 | -16 | -3 | -9 | 91 | -3.9 | 1
CCCNC(=O)Cn1cnc2sc(C(=O)Nc3cc(OC)c(OC)c(OC)c3)c(C)c2c1=O | -3 | -29 | 0.1 | 0 | -2 | x | -5 | 101 | -3.1 | -4
CCCCCCN(C(=O)CCCCCN1C(=O)NC(c2ccc([N+](=O)[O-])cc2)C(C(=O)OCc2ccccc2)=C1C)C(C(=O)NCCCC)C1CCCCC1 (configuration not stated) | 7 | -2 | 0.1 | -10 | -1 | 4 | -4 | 91 | 2.0 | -1
O=C(O)c1ccccc1-c1ccccc1C(=O)Nc1cccc2ccccc12 | 5 | 8 | 3.3 | -1 | -5 | -8 | -5 | 93 | -1.7 | -3
O=C(CCN1C(=O)c2ccccc2S1(=O)=O)NCc1ccc(F)cc1 | 9 | -1 | 0.0 | 1 | -3 | -5 | 10 | 96 | -2.7 | -11
CCOc1ccccc1NC(=O)COC(=O)CCOc1cc(C)ccc1C | 10 | -8 | -0.2 | 2 | -2 | 1 | -13 | 99 | 4.2 | -4
O=C(CNC(=S)N(CCCN1CCOCC1)Cc1cccs1)NCCCN1CCOCC1 | 1 | -1 | -0.3 | 1 | 1 | 2 | -11 | 96 | 2.5 | -4
Cc1ccc(C(=O)NC(=S)N2CCCCCC2)cc1 | 13 | 1 | 0.7 | 2 | 3 | 1 | 1 | 96 | -1.2 | -6
CC1(c2ccc3c(c2)OCO3)NC(=O)N(CC(=O)Nc2ccc(N3CCOCC3)cc2)C1=O (configuration not stated) | 0 | 5 | -0.3 | 1 | 1 | -4 | 4 | 96 | -1.0 | 4
COc1ccc(Cc2nc(-c3ccccc3)no2)cc1 | 13 | 2 | -0.2 | 0 | -3 | -8 | -4 | 77 | -0.7 | 0
O=C1CNC(=O)/C1=C/c1ccc(Br)cc1 | 32* | -4 | 0.0 | 0 | -1 | -5 | -2 | 96 | -0.3 | 19
CCOC(=O)c1[nH]c(C)c(C(=O)NC(C)CC)c1C (configuration not stated) | 15 | -20 | -0.1 | -1 | 6 | 21 | 4 | 104 | 0.1 | -2
CCN1C(=O)CC(N2CCC(Nc3ccc(F)cc3)CC2)C1=O (configuration not stated) | -1 | -20 | -0.3 | 0 | 0 | 0 | -6 | 88 | 0.1 | 0
COc1cc(CN(C(=O)c2cc3ccccc3oc2=O)C2CCS(=O)(=O)C2)cc(OC)c1OC (configuration not stated) | 4 | 7 | 0.8 | 1 | -3 | 11 | 4 | 100 | -1.7 | -5
O=C(CN(Cc1cccs1)C(=O)CNS(=O)(=O)c1ccc(Cl)cc1)NCc1ccco1 | 18 | -5 | 0.4 | 0 | -3 | 1 | -5 | 107 | 2.5 | -5
CN(C(=O)/C=C/c1ccco1)c1ccccc1C(=O)O | 24 | 0 | 0.2 | 0 | 2 | -4 | 4 | 96 | -1.0 | -1
COC(=O)c1ccccc1NC(=S)NC(=O)c1ccc2c(c1)OCO2 | 2 | 2 | -0.1 | 21 | -1 | 1 | 0 | 95 | -3.4 | 5
CCOc1ccc(-c2cc(C(=O)O)c3ccccc3n2)cc1 | 13 | -4 | 0.1 | -7 | 13 | 13 | -6 | 102 | -0.6 | -2
Cc1cc(C)n(-c2ccc(C(=O)N3CCN(S(=O)(=O)c4ccc(C(C)C)cc4)CC3)cc2)n1 | -13 | -4 | 0.4 | -1 | 0 | -4 | 4 | 86 | 2.8 | 0
Cn1c(=O)c2c(nc(Sc3ccccc3N)n2C)n(C)c1=O | 1 | 4 | 0.1 | -1 | -1 | -2 | 0 | 88 | -0.3 | 6
CCOC(=O)C1=C(O)/C(=C\c2cccs2)N=C1C | -27 | -10 | 0.0 | 0 | 5 | 6 | -4 | 101 | -2.1 | 0
CC(=O)c1cccc(S(=O)(=O)Nc2ccccc2N2CCOCC2)c1 | -6 | -13 | 0.5 | 1 | 4 | -5 | 10 | 99 | -2.0 | -7
NNC(=O)c1oc2ccccc2c1-n1cccc1 | -11 | -4 | -0.1 | 4 | 1 | -7 | 15 | 102 | -2.3 | -3
O=C(CSc1nnc(-c2cnccn2)n1Cc1ccco1)c1ccc(Cl)c(Cl)c1 | 4 | 1 | 0.1 | 6 | -1 | 13 | 0 | 86 | -1.4 | 0
COc1ccccc1NC(=O)CN1CCN(CC(=O)Nc2ccc(OC)c(OC)c2)CC1 | 4 | -6 | 0.1 | 0 | -4 | -7 | 2 | 98 | -3.0 | 1
COc1ccc(OC)c(NC(=O)CN(C)CC(=O)Nc2ccccc2Br)c1 | 2 | 8 | 0.7 | -1 | -2 | 3 | -1 | 88 | -0.7 | 4
Cc1cc(C)c(-n2nnnc2SC(C)C)c(C)c1 | -1 | 3 | -0.1 | 0 | 2 | -2 | -9 | 98 | -2.4 | -2
Cc1ccc(S(=O)(=O)Nc2nc3ccccc3nc2NCc2ccc3c(c2)OCO3)cc1C | 2 | -3 | 0.1 | 1 | 0 | -1 | 13 | 100 | -1.1 | -4
CCN(C[C@H]1N[C@@](C)(C(=O)OC)[C@H]2C(=O)N(C)C(=O)[C@@H]12)C(=O)Nc1ccc(OC)cc1 | 0 | 5 | 0.0 | 1 | 0 | 17 | 4 | 100 | -0.5 | 11
COC(=O)c1cc2n(n1)CCN(Cc1ccccc1F)C2=O | -5 | 0 | -0.3 | 2 | -2 | 16 | -10 | 96 | -0.6 | 1
Cc1ccc(Cn2c(=S)[nH]c3ccc(N4CCOCC4)cc3c2=O)o1 | 13 | 6 | -0.2 | 6 | -3 | 1 | -4 | 93 | -2.0 | 31*
C[C@@H]1OC(Nc2ccc(N=Nc3ccccc3)cc2)[C@H](O)[C@H](O)[C@H]1O (some centres not stated) | 8 | x | -0.2 | 0 | 10 | x | -7 | 98 | -3.1 | 4
Cc1cc(C)n(CC(=O)NC2CCCc3c2cnn3-c2ccc(C)c(C)c2)n1 (configuration not stated) | 14 | -16 | -0.1 | 2 | 1 | -4 | -6 | 102 | -2.1 | 4
CCOC(=O)C1(Cc2ccccc2C)CCCN(S(=O)(=O)c2cccnc2)C1 (configuration not stated) | 7 | -2 | 0.0 | -4 | -1 | -12 | -1 | 100 | 0.3 | 3
CCOC(=O)c1c(-c2ccccc2)oc2ccc(OC(C)=O)cc12 | 6 | -7 | 0.7 | 1 | -4 | -2 | -3 | 98 | 2.3 | -4
COc1ccccc1N1CCN(S(=O)(=O)c2c(C)[nH]c(=O)[nH]c2=O)CC1 | 20 | -8 | 0.0 | 1 | -2 | 6 | -7 | 98 | 0.1 | 0
CC(C)Oc1cc(F)ccc1-c1cc(C(=O)Nc2cccc(Cl)c2)[nH]n1 | 7 | x | 0.9 | -1 | 2 | -9 | 4 | 93 | 0.5 | -12
CC(C)(C)OC(=O)N1CC(O)CC1C(=O)OCC(=O)c1ccc(Cl)cc1 (configuration not stated) | -1 | -5 | 0.2 | 2 | -2 | -4 | -4 | 90 | -1.6 | 3
COc1ccc(CNC(=O)C(OC(=O)c2ccco2)c2ccccc2)cc1 (configuration not stated) | 11 | -11 | -0.1 | -1 | 0 | 0 | -4 | 103 | -0.7 | 0
O=C(CCc1nc(-c2ccc(Cl)cc2)no1)NC1CCCCC1 | 1 | -6 | 0.5 | 1 | 3 | -4 | -6 | 99 | 2.4 | -3
Cc1nc2ccccc2cc1C(=O)N/N=C/c1ccccc1[N+](=O)[O-] | -4 | 7 | 0.1 | -2 | -1 | x | 6 | 88 | 0.3 | -2
O=C(c1cccc2nccnc12)N1CCCC(Nc2ccc(F)c(F)c2)C1 (configuration not stated) | 0 | -6 | 0.2 | x | -1 | x | -2 | 100 | -1.1 | -1
COC(=O)C(NC(=O)C(NC(=O)C1CCC(C)CC1)C(C)C)C(C)C (configuration not stated) | -2 | 0 | -0.1 | 0 | -2 | -9 | -2 | 102 | -1.7 | 2
COc1cccc(NC(=O)CN(C)C(=O)CSC(=S)N2CCCC2)c1 | -5 | 1 | 0.1 | 1 | 15 | -3 | -11 | 98 | -1.7 | 0
O=C(Nc1nsc(-c2ccccc2)n1)c1ccc(F)cc1 | 0 | 4 | 0.2 | -2 | 2 | -2 | 9 | 98 | 1.5 | 0
O=c1ccc2ccccc2o1 | 13 | 7 | -0.1 | 1 | -4 | 3 | 0 | 98 | -0.3 | 4
CCOc1cc(N2CCOCC2)c(OCC)cc1NC(=O)COC(=O)c1c(C)noc1C | 12 | 13 | 0.1 | 1 | 6 | -1 | -7 | 91 | -2.1 | -3
CCCC(c1nnnn1Cc1ccc(F)cc1)N1CCN(CC)CC1 (configuration not stated) | -7 | -2 | 0.1 | 1 | 8 | 5 | 0 | 99 | 0.5 | -1
O=C(COC(=O)c1cccc(Cl)c1)NC1CCCCCCC1 | -2 | -4 | -0.1 | 1 | 1 | -3 | -5 | 97 | 2.2 | 6
CCC(=O)N1CCCc2cc(S(=O)(=O)N3CCN(c4ncccn4)CC3)ccc21 | 7 | -3 | 0.8 | 1 | 1 | 5 | -15 | 98 | -0.6 | -4
